Screening data deposited in PubChem by National Center for Advancing Translational Sciences (NCATS).
S3 lipid droplet: qHTS Assay for Lipid Storage Modulators in Drosophila S3 Cells; Drosophila S3 cells, BODIPY lipid droplet fluorescence, 18-24 h; cells fed with added oleic acid; lipid storage change, negative = inhibition, % at the top dose, mostly 46.1 µM; hits show Potency in µM; hit rate 0.64% among 320,000; active = well fitted inhibition curve with a large enough effect in the signal ratio, with a control signal flat, not every such curve was filed as active; inconclusive = small, poorly fitted or top-dose-only effect, or effect the other way, or a change in a side signal; the % refers to the signal ratio
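Drosophila S3 cells loaded with oleic acid (400 uM, as added) and compounds at several concentrations; lipid droplets imaged by 488-nm laser-scanning cytometry, 500–530 nm intensity and object ratio to cell channel. Percent activity normalized to 20 uM Triacsin C.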
S3 lipid droplet cell count max: recorded beside S3 lipid droplet, whose call it bears; cell number change, %; measured here: cell count max response;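 cells counted by Cell Tracker Red CMTPX staining in the red channel; peak over a dose series mostly up to 46.1 µM; percent activity relative to internal control wells on each plate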
An asterisk follows results filed as active. % is scaled to controls: 0 for no effect and ±100 for the full control effect; potency is read from the fitted curve at half-maximal effect. These rows are one share of the data; count on the stated rates, not on these rows.

Screening CCOC(=O)C1CCN(C(=O)CNC(=O)c2nn(-c3ccc(OC)c(Cl)c3)c(=O)c3ccccc23)CC1 returned S3 lipid droplet inconclusive.
For FC(F)(F)c1ccc(Nc2nnnc3ccccc23)cc1 the results were S3 lipid droplet inconclusive.
CNc1nc2ccccc2n(C)c1=O was read as S3 lipid droplet -19%.
CC(C)N(CCO)C(=O)C(c1ccccc1)c1ccccc1 was read as S3 lipid droplet -8% and S3 lipid droplet cell count max -1.
Screening O=C(OCC(=O)N1CCOCC1)c1cc2ccccc2oc1=O returned S3 lipid droplet inconclusive.
`O=C(Nc1c(C(=O)NCc2ccco2)cnn1-c1ccccc1)c1cccc(F)c1` gave S3 lipid droplet inconclusive.
CC(C)c1ccccc1OCC(=O)Nc1ccc2[nH]ncc2c1 was read as S3 lipid droplet inconclusive.
`COc1cc(Cl)ccc1OCc1cc(C(=O)N(C)Cc2cn(C)nc2C)no1` gave S3 lipid droplet inconclusive.
Screening CCOC(=O)c1ccc(NC(=O)C(CC)CC)cc1 returned S3 lipid droplet inconclusive.
`CCCC1(C(=O)OC)NC(c2ccc(OC)cc2OC)C2C(=O)N(c3cccc(C(C)=O)c3)C(=O)C21` (stereo not given) gave S3 lipid droplet inconclusive.
Screening OC(CN1CCN(Cc2ccccc2)CC1)c1ccc(F)cc1 (stereo not given) returned S3 lipid droplet 3% and S3 lipid droplet cell count max 22.
Screening COc1cccc(CN2CCN(C(=O)c3ccc(-c4ccccc4)cc3)CC2)c1OC returned S3 lipid droplet inconclusive.
Screening COc1ccc(-n2c(Cc3cccn3C)nnc2SCC(=O)NC2CCCC2)cc1 returned S3 lipid droplet inconclusive.
`CC1(c2ccccc2)NC(=O)N(CC(=O)Nc2ccc(S(N)(=O)=O)cc2)C1=O` (stereo not given) gave S3 lipid droplet inactive and S3 lipid droplet cell count max 3.
`CCOC(=O)c1nnc(-c2ccccc2)nc1N1CC(C)OC(C)C1` (stereo not given) gave S3 lipid droplet -3% and S3 lipid droplet cell count max -31.
`Cc1[nH]nc2c1C1(C(=O)Nc3ccc([N+](=O)[O-])cc31)C(C#N)=C(N)O2` (stereo not given) gave S3 lipid droplet inconclusive.
COc1ccc(/C=C(/NC(=O)c2ccccc2)C(=O)NCCCn2ccnc2)cc1OC was read as S3 lipid droplet inconclusive.
Screening CCC(C)[C@H](NC(=O)Nc1ccc(C)cc1C)C(=O)O (stereo not given in full) returned S3 lipid droplet -9% and S3 lipid droplet cell count max 1.
`O=C(CCCSc1nc2ccccc2s1)NC1=NCCS1` gave S3 lipid droplet inactive.
`Cc1ccc(NC(=O)CN2C(=O)COc3ccc(C)cc32)nc1` gave S3 lipid droplet inconclusive.
For CCOC(=O)C1(Cc2ccccc2)CCCN(C2CCN(C(C)=O)CC2)C1 (stereo not given) the results were S3 lipid droplet -11% and S3 lipid droplet cell count max -13.
`Cc1cc(C(C)(C)C)cc(C)c1COC(=O)c1cccnc1` gave S3 lipid droplet inconclusive.
Screening Nc1nonc1-n1nnc(C(=O)N/N=C/c2cccc(F)c2)c1-c1ccccc1 returned S3 lipid droplet inconclusive.
For O=C(CSc1ncnc2c1cnn2-c1ccc(F)cc1)NC1CCCC1 the results were S3 lipid droplet 1% and S3 lipid droplet cell count max 1.
For Cc1ccc(S(=O)(=O)c2cc3c(=O)n4ccccc4nc3n(CCCN3CCOCC3)c2=N)cc1C the results were S3 lipid droplet inconclusive.
Screening CCc1nc(SCC(=O)NNC(=O)C(C)C)c2ccccc2n1 returned S3 lipid droplet inconclusive.
For CC(=O)CCc1oc2c([N+](=O)[O-])cccc2c1-c1ccc(C)o1 the results were S3 lipid droplet 14% and S3 lipid droplet cell count max 5.
`COc1cc2c(cc1OC)CN(C(=O)C(CCSC)NS(=O)(=O)c1ccc(C)cc1)CC2` (stereo not given) gave S3 lipid droplet inconclusive.
CC(C)CNC(=O)NC(=O)COc1ncnc2sccc12 was read as S3 lipid droplet inconclusive.
Screening COc1ccc(OC)c(NC(=O)CN2CCC(C(=O)c3ccc(C)cc3)CC2)c1 returned S3 lipid droplet inconclusive.
Screening Cc1ccc(NC(=O)Cn2c(=O)n(CCCCC(=O)NCc3ccco3)c(=O)c3ccccc32)cc1 returned S3 lipid droplet inconclusive.
For COc1cc(CCCN2C(=S)NC[C@H]2Cc2ccc(O)cc2)cc(OC)c1OC the results were S3 lipid droplet inconclusive.
Screening COc1ccc(CN=C2NC(=O)CC(C(=O)Nc3ccc(F)cc3)S2)cc1 (stereo not given) returned S3 lipid droplet 8% and S3 lipid droplet cell count max 6.
Screening Cc1cc(C(F)(F)F)n2ncc(-c3cccc(Br)c3)c2n1 returned S3 lipid droplet inactive.
`CN(CC(=O)Nc1ccc(F)cc1)C(=O)c1cc2c(s1)CCCCC2` gave S3 lipid droplet inactive.
`COc1cc(/C=N\NC(=O)c2ccc(=O)[nH]n2)cc(OC)c1OC` gave S3 lipid droplet 19% and S3 lipid droplet cell count max -5.
`Cc1c(C(=O)NCc2ccccc2)c(-c2ccccc2)nn1-c1ccccc1` gave S3 lipid droplet inactive.
CC1(c2ccc(OC(F)F)cc2)NC(=O)N(CC(=O)Nc2ccc(Cl)cc2F)C1=O (stereo not given) was read as S3 lipid droplet inconclusive.
CC(C)CN1C(=O)c2ccc(C(=O)Nc3ccccc3C(=O)O)cc2C1=O was read as S3 lipid droplet inconclusive.
`O=C(CCCc1ccccc1)Nc1ccnn1C1CCN(Cc2ccccc2F)CC1` gave S3 lipid droplet inconclusive.
`Cc1ccc(-n2ncc3c2CCCC3NC(=O)CCCN2CCCC2=O)cc1C` (stereo not given) gave S3 lipid droplet inconclusive.
`CCOC(=O)c1cnc(-n2nc(C)cc2C)nc1Oc1ccc(C(=O)OC)cc1` gave S3 lipid droplet inconclusive.
Screening Cc1c(Br)c(=O)oc2c(Br)c(O)c(O)cc12 returned S3 lipid droplet -6% and S3 lipid droplet cell count max -6.
`N#Cc1ccccc1NCc1ccccc1` gave S3 lipid droplet inconclusive.
For CCn1cc(C(=O)N2CCCC2)c(=O)c2cc(S(=O)(=O)N3CCC(C)CC3)ccc21 the results were S3 lipid droplet inactive and S3 lipid droplet cell count max 3.
Cc1nn(C)cc1C(=O)NNC(=S)Nc1ccc(Cl)cc1 was read as S3 lipid droplet inconclusive.
CCn1c2ccc(C)cc2c2nc3cc(C(=O)O)ccc3nc21 was read as S3 lipid droplet -18% and S3 lipid droplet cell count max -6.
`CCOC(=O)C1=NNC(C(=O)c2ccccc2)C1c1ccc(C)cc1` (stereo not given) gave S3 lipid droplet 10% and S3 lipid droplet cell count max 18.
Screening CCCS(=O)(=O)c1nc(C)cc(C)c1S(C)(=O)=O returned S3 lipid droplet inconclusive.
`O=[N+]([O-])c1cc(C(F)(F)F)ccc1Sc1ccc2ccccc2n1` gave S3 lipid droplet inconclusive.
Screening CCC(C)NC(=O)CSc1nnc(-c2ccoc2C)n1CC1CCCO1 (stereo not given) returned S3 lipid droplet inconclusive.
CN(C(=O)CSc1ccncc1)C1CCCN(Cc2ccccc2F)C1 (stereo not given) was read as S3 lipid droplet inconclusive.
For COc1ccc(OC)c(/C=N/N(CCC#N)C2=NS(=O)(=O)c3ccccc32)c1 the results were S3 lipid droplet inconclusive.
For CC1CCc2c(nc3nc[nH]n3c2=O)C1 (stereo not given) the results were S3 lipid droplet inconclusive.
`S=C(NC1CCCC1)N1CCN(c2ccccn2)CC1` gave S3 lipid droplet 1% and S3 lipid droplet cell count max 5.
For O=C(O)CSc1cc(NS(=O)(=O)c2cccc([N+](=O)[O-])c2)c2ccccc2c1O the results were S3 lipid droplet -15% and S3 lipid droplet cell count max -5.
O=c1c2c(nc3n1CCCCC3)-c1ccccc1CC21CCCC1 was read as S3 lipid droplet inconclusive.
For CCCC1(C(=O)OCC)NC(c2ccc(O)cc2)C2C(=O)N(c3cccc(C(C)=O)c3)C(=O)C21 (stereo not given) the results were S3 lipid droplet inconclusive.
CCCCCc1nnc(NC(=O)C2=COCCO2)s1 was read as S3 lipid droplet inconclusive.
Screening COc1cccc(NC(=O)Nc2nnc(N3CCCCC3C)s2)c1 (stereo not given) returned S3 lipid droplet inconclusive.
For O=C(c1ccc(Br)cc1)c1cc([N+](=O)[O-])ccc1N1CCOCC1 the results were S3 lipid droplet 1% and S3 lipid droplet cell count max -1.
Screening CN(C(=O)CN1C(=O)NC2(CCc3ccccc32)C1=O)C1CCS(=O)(=O)C1 (stereo not given) returned S3 lipid droplet inconclusive.
COc1ccc(C(C)NC(=S)NC2CCCC2)cc1OC (stereo not given) was read as S3 lipid droplet -5% and S3 lipid droplet cell count max -5.
Screening CC(=O)Nc1ccccc1-c1nnc(SCc2ccccc2Cl)[nH]c1=O returned S3 lipid droplet inactive.
Screening CS(=O)(=O)c1ccc(-c2nnc(NC(=O)c3ccco3)o2)cc1 returned S3 lipid droplet -3% and S3 lipid droplet cell count max -26.
`CC(=O)C1=C(C)OC(N)=C(C#N)C1c1ccco1` (stereo not given) gave S3 lipid droplet inactive and S3 lipid droplet cell count max 10.
CCOC(=O)N1CCC(=NNc2ccc(S(N)(=O)=O)cc2[N+](=O)[O-])CC1 was read as S3 lipid droplet inconclusive.
CCOC(=O)CCCCC(=O)c1[nH]c(=O)[nH]c1CSc1nnc2c3ccccc3n(C(C)C)c2n1 was read as S3 lipid droplet inconclusive.
Screening C=CCC1(/C=N/O)CCOC(C)(C)C1 (stereo not given) returned S3 lipid droplet -2% and S3 lipid droplet cell count max 5.
Screening CCN1N=C(c2ccccc2)Cn2c1nc1ccccc12 returned S3 lipid droplet inconclusive.
Screening N#CC(c1ccc(Cl)cc1)c1ncc(C(F)(F)F)cc1Cl (stereo not given) returned S3 lipid droplet -8% and S3 lipid droplet cell count max 8.
Screening O=C(Nc1cc(Cl)ccc1Cl)C1CC(=O)N(c2ccc(Br)cc2)C1 (stereo not given) returned S3 lipid droplet inconclusive.
For O=S(=O)(Nc1ccc(N2CCOCC2)cc1)c1cccs1 the results were S3 lipid droplet 10% and S3 lipid droplet cell count max -3.
`COc1ccc(Oc2c(O)c3ccccc3n(C)c2=O)cc1` gave S3 lipid droplet 11% and S3 lipid droplet cell count max 11.
`CCCCOc1ncnc2c1[nH]c1ccc(OC)cc12` gave S3 lipid droplet inconclusive.
CCn1nc(C)cc1C(=O)N1CCCC(C(=O)c2cccc(OC)c2)C1 (stereo not given) was read as S3 lipid droplet inconclusive.
`COc1cc(C(C(=O)NC2CCCC2)N(C(=O)Cc2cccs2)C2CC2)cc(OC)c1OC` (stereo not given) gave S3 lipid droplet inconclusive.
For NC(=O)c1ccsc1NC(=O)COC(=O)c1ccc(Cl)cc1 the results were S3 lipid droplet inconclusive.
Screening CC(C)c1ccc(S(=O)(=O)N2CCN(C(C)C(=O)Nc3ccccc3-c3ccccc3)CC2)cc1 (stereo not given) returned S3 lipid droplet inconclusive.
Cc1ccc2c(c1C)OC(=O)CC2c1ccccc1 (stereo not given) was read as S3 lipid droplet inconclusive.
COc1ccc(-c2oc(=O)c3cc(OC)c(OC)cc3c2C(F)(F)F)cc1 was read as S3 lipid droplet inconclusive.
CC(C)N1CCN(Cc2cccn2-c2cccnc2)CC1CCO (stereo not given) was read as S3 lipid droplet -1% and S3 lipid droplet cell count max -16.
`Cc1cnc(NC(=O)CSc2nnc(-c3cccs3)n2C)s1` gave S3 lipid droplet 7% and S3 lipid droplet cell count max -1.
For Cn1c(NC(=O)CC2CCCCC2)cc(=O)n(C)c1=O the results were S3 lipid droplet inconclusive.
For CC1(C)Cn2c(nc(=O)c3c2NCN(CCc2ccccc2)C3)S1 the results were S3 lipid droplet 27% and S3 lipid droplet cell count max 22.
`CCNc1c([N+](=O)[O-])c(=O)n(CC)c2ccccc12` gave S3 lipid droplet inconclusive.
Screening N#CC(c1ccccc1)c1cccc(Cl)n1 (stereo not given) returned S3 lipid droplet 14% and S3 lipid droplet cell count max 0.
